Screens: PubChem, several laboratories
Hck Nef HTS – inhibitors of human Hck kinase activated by Nef. P08631. 220,000 compounds, 0.68% hits. inhibition, % at 20 µM. Recombinant Hck-YEEI plus Nef, Z-Lyte FRET kinase assay;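 active means Hck-Nef kinase inhibition above about 50%, limit read from the data; inactive means inhibition below that limit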;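 further: 0% = DMSO with Hck plus Nef and 100% = Hck alone without Nef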
NPY Y1 blocker – antagonists of human neuropeptide Y receptor Y1; AID 1040; P25929; inhibition, % at 3.6 µM; 200,000 compounds, 1% hits; HEK293-CNG Y1 cells, membrane potential fluorescence; NPY at EC95, then isoproterenol;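 active means inhibition above the campaign mean inhibition of all tested compounds plus 3 SD, cut at about 20% in these data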;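 further: 0% = DMSO wells given NPY plus isoproterenol and 100% = isoproterenol alone without NPY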
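Material: HEK293 Y1/CNG channel cell line; also added: NPY (25 nM), isoproterenol (1 µM), Ro 20-1724 (25 µM); doses: one concentration, 3.6 µM, in 0.4% DMSO; schedule: compound incubation 1 h at room temperature, readout 45 min post-stimulation; technique: membrane potential fluorescence; measure: fluorescence ratio normalized to % inhibition between controls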
Runt-CBFb FRET – Runt domain-CBFb interaction inhibition; Q01196+Q13951; Cerulean-Runt/Venus-CBFb FRET ratio 530/480, 1 h; inhibition, % at 20 µM; 220,000 compounds, 0.46% hits;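 active means inhibition over about 50% at 20 µM in the single-dose screen, limit read from the data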;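 further: 0% = DMSO wells and 100% = excess unlabeled CBFb competitor control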
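Reagent – Venus-CBFb binding partner, 100 nM · Assay system – Cerulean-tagged RUNX1 Runt domain (FRET donor) fusion protein · Input – 100 nM per protein · Incubation – two 1 h room-temperature incubations shielded from light · Measured by – FRET fluorescence · Medium – Tris buffer pH 7.5 with salts and BSA · Benchmarks – unlabeled CBFb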
NPY-Y2 PAM-ag – potentiators or agonists of human neuropeptide Y receptor Y2 | P49146 | AID 1359 | 220,000 compounds, 0.45% hits | cells expressing NPY-Y2, potentiator/agonist read-out | activation, % at 3.6 µM; in the data active means activation above about 27%;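 further: cells stimulated with NPY near EC25 plus isoproterenol at EC100; 0% = vehicle plus submaximal agonist and 100% = vehicle plus saturating agonist; some results beyond the cut were filed as inactive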
p97 ATPase inh – inhibitors of human p97 ATPase; recombinant p97 ATPase, Kinase-Glo ATP luminescence, 3 h; inhibition, % at 8 µM; 220,000 compounds, 0.42% hits; AID 1481; in the data active means inhibition above about 15%;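 further: 0% = DMSO vehicle and 100% = wells lacking enzyme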
Target sequence (P55072 whole entry, looked up): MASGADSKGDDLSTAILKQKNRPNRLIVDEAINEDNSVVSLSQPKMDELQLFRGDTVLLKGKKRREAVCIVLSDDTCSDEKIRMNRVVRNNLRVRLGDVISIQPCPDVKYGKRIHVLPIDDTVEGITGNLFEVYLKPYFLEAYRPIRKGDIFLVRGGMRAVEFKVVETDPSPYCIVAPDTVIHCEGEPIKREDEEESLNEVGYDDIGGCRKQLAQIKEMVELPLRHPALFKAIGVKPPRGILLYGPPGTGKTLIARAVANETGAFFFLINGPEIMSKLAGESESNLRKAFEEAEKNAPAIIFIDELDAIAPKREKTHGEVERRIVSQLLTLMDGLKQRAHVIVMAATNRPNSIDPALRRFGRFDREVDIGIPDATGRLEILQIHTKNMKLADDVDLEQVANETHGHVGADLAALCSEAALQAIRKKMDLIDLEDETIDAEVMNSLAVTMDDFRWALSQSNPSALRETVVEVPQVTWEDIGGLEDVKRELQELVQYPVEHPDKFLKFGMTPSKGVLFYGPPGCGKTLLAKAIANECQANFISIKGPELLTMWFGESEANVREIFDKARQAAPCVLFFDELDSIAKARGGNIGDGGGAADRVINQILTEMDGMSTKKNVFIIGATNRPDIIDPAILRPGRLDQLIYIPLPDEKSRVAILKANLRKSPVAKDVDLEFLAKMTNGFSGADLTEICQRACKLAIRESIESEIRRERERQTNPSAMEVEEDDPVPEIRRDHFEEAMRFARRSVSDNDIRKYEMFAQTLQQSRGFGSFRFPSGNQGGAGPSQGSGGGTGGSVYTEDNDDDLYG
NPY-Y1 PAM-ag – potentiates or activates human NPY-Y1 receptor | P25929 | NPY-Y1 expressing cells, potentiator/agonist activation | activation, % at 3.6 µM | 220,000 compounds, 0.37% hits | AID 1304; in the data active means activation above about 33%, passing the limit was not always enough;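 further: cells stimulated with NPY at EC10 then isoproterenol at EC100; 0% = low agonist plus stimulus and 100% = saturating agonist plus stimulus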
RBBP9 inh – human RBBP9 hydrolase inhibition | 220,000 compounds, 0.2% hits | O75884 | inhibition, % at 7.94 µM | AID 1515 | recombinant RBBP9, FP-Rh probe fluorescence polarization;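 active means inhibition above the campaign mean of all tested compounds plus 3 SD, cut at about 14% in these data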;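 further: plate controls were DMSO wells with RBBP9 for no effect and wells lacking RBBP9 protein for full effect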
Target sequence (O75884 whole entry, looked up): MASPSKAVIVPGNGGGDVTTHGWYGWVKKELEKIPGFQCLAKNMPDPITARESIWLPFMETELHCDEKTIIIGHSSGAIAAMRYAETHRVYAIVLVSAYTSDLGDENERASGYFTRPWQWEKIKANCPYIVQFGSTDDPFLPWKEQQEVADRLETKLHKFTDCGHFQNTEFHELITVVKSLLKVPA
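Measured by – fluorescence polarization · Test system – RBBP9 protein · Input – 2.5 µM RBBP9 dispensing solution, before mixing · Measure – percent inhibition from mP, scaled between DMSO and no-protein wells · Benchmarks – DMSO-treated enzyme wells and wells lacking RBBP9 · Times – preincubation 30 min plus labeling 45 min at 25 °C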
Mdm2 ligase inh – inhibitors of human Mdm2 E3 ubiquitin ligase | Q00987 | cell-based MDM2 ubiquitination luciferase reporter, 2 h; 0 = plate control, 100 = twice control, blank-subtracted | signal enhancement, % at 5 µM | 210,000 compounds, 0.11% hits | AID 1230;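 active means signal enhancement of 30% or more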;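 further: luminescence tracks abundance of the self-degrading MDM2-luciferase fusion protein; higher signal means inhibition of MDM2 E3 ligase activity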
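Test system: mammalian cells stably expressing self-ubiquitinating, self-degrading MDM2 E3–luciferase fusion; Amount: 2000 cells in each well; Medium: DMEM; Schedule: 4 h settle plus 2 h compound, 37 °C; Technique: SteadyLite luciferase luminescence after 15 min room-temperature reagent incubation; Benchmarks: plate control and blank wells.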
Runt-SMMHC FRET – inhibitors of human RUNX1 Runt domain binding to CBFb-SMMHC | Q01196+Q13951 | Cerulean-Runt/Venus-CBFb-SMMHC FRET ratio 530/480, 1 h | inhibition, % at 20 µM | 220,000 compounds, 0.74% hits;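 active means mean inhibition across duplicate retests at 20 µM reaching about 50%, limit read from the data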;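 further: 0% = DMSO wells and 100% = wells with excess untagged CBFb-SMMHC; inhibitors lower the FRET ratio by blocking Runt binding to CBFb-SMMHC; some results filed as inactive read as strong as hits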
The depositor's hits bear a star; . = no result given.

SMILES,Hck Nef HTS,NPY Y1 blocker,Runt-CBFb FRET,NPY-Y2 PAM-ag,p97 ATPase inh,NPY-Y1 PAM-ag,RBBP9 inh,Mdm2 ligase inh,Runt-SMMHC FRET
CC(NC(=O)CCNS(=O)(=O)c1ccc2c(c1)c(=O)n(C)c(=O)n2C)c1ccccc1 (stereo unspecified),-1,0,-2,9,-6,2,-6,-2,1
O=C(N/N=C/C(Cl)=C/c1ccccc1)c1ccncc1,27,1,-1,-2,2,-3,-4,-8,2
CCn1c(CC(C)C)n[nH]c1=S,7,1,0,4,3,14,2,-3,-2
O=C(Nc1cccc(C(F)(F)F)c1)C(Sc1ncnc2ccccc12)c1ccccc1 (stereo unspecified),1,3,0,11,4,19,-2,-11,4
COc1ccc(/C=C/C(=O)Nc2cc(S(=O)(=O)N3CCOCC3)ccc2N2CCCC2)cc1OC,-13,5,0,-9,2,-11,4,6,0
NS(=O)(=O)c1ccc(NC(=O)CN2CCN(Cc3ccccc3)CC2)cc1,-7,3,0,-8,-2,1,-1,-9,-3
COc1ccc(CC(=O)N2CCCc3ccccc32)cc1,1,0,-3,7,4,4,3,-33,-8
Cn1nnc(NC(=O)c2ccccc2F)n1,1,-3,-1,6,2,-4,-20,-8,4
NS(=O)(=O)c1ccc(CCNC(=O)c2ccc3nc4ccc(Cl)cc4c(=O)n3c2)cc1,14,-2,6,-12,4,11,-6,-13,29
Cc1noc(C)c1C(=O)Nc1cccnc1,0,11,2,-5,-7,-13,-14,-15,-16
CCOC(=O)c1cc(-c2ccccc2)sc1NC(=O)COC(=O)c1ccc(Cl)c(S(N)(=O)=O)c1,1,2,0,17,5,-17,1,-4,-6
O=C(COC(=O)c1ccccc1O)Nc1ccc(OC(F)F)cc1,1,7,0,-4,4,-18,-2,7,2
COc1ccc(CCn2c(=O)[nH]c3cc(C(=O)NCCc4ccccc4)ccc3c2=O)cc1OC,38,-2,-3,0,2,16,-9,-9,7
CC(=O)CCc1c(C)c2cc(C)ccc2[nH]c1=O,0,-2,-1,-9,-1,-9,-11,-24,-2
Cc1ccccc1OCC(=O)N/N=C/c1cc2ccccc2nc1Cl,2,-2,0,1,0,5,-6,-28,3
CCOC(=O)C1=C(C)N=C(SC)N(C)C1c1ccccc1 (stereo unspecified),2,4,-2,-7,4,7,-6,-2,-4
COc1ccc(CCNC(=O)CN(c2ccc(OC)c(OC)c2)S(C)(=O)=O)cc1,0,-3,-1,1,5,-10,-1,-20,3
COC(=O)c1nn(-c2cccc(C)c2)c2nnc(Cc3ccccc3)c(=O)n12,-3,5,-3,9,-5,-5,-10,-4,0
Cc1ccc(C2C(C#N)=C(N)N(N(C)C)C3=C2C(=O)CCC3)cc1 (stereo unspecified),-1,-2,-1,5,1,15,0,-11,-5
CCCn1c(=N)n(CC(=O)C(C)(C)C)c2ccccc21,0,1,-3,-10,-6,-5,-5,-7,-3
O=C(Nc1ccc2c(c1)OCCO2)c1cccs1,2,-1,2,-2,-3,-6,0,-9,2
COc1ccc(Cl)cc1N(CC(=O)Nc1ccccc1SC)S(C)(=O)=O,7,-4,-2,6,-1,-15,-8,6,-4
Cn1nc(C(=O)Nc2nc3ccccc3[nH]2)ccc1=O,14,2,2,4,-10,-7,-1,-6,1
O=[N+]([O-])c1cc(CN2CCC(O)CC2)ccc1Cl,19,4,-2,2,7,-16,6,-11,2
Cc1ccc(S(=O)(=O)Nc2nc3c(s2)C(=O)CC(C)(C)C3)cc1,12,-1,5,-10,16*,1,-5,-10,5
Cc1cc(OCC(=O)O/N=C(\N)c2ccccc2)cc(C)c1Cl,0,13,-1,-12,-5,-35,-7,0,-4
COc1cccc(CNc2ccc(F)c([N+](=O)[O-])c2)c1O,11,-4,2,15,2,12,-9,-5,-1
Cc1nc2cncc(Br)c2n1C,0,-1,-1,9,8,7,-2,1,-3
O=C1C2C3C=CC(C2C(=O)N1C1CCCCC1)C1C2C(=O)N(C4CCCCC4)C(=O)C2C31 (stereo unspecified),4,-1,0,6,6,33,2,-9,6
Cc1ccnc(NC2c3ccccc3C(=O)N2Cc2ccccc2Cl)c1 (stereo unspecified),-1,4,0,8,2,-10,-6,2,-2
COC(=O)c1ccc(N2CCN(C)CC2)c(NC(=O)c2cc3ccccc3o2)c1,-2,6,1,-14,3,-23,-6,2,0
Cn1c(=O)cc(OCCCC(=O)NCCC2=CCCCC2)c2ccccc21,24,12,-7,-18,1,4,0,-11,-1
CCCN(CC1CC1)C(=O)CSc1nnc(-c2ccco2)n1N,10,2,-1,-13,1,13,0,4,-7
Cc1nn(Cc2ccc(C(=O)Nc3ccccc3F)cc2)c(C)c1Cl,14,0,0,-8,8,16,3,-30,0
COc1ccc(C(=O)NN2C(=O)C3C4C=CC(O4)C3C2=O)cc1 (stereo unspecified),-1,-2,4,-10,-1,-25,-5,15,5
O=C(Nn1cnc2ccccc2c1=O)c1ccccc1Cl,0,13,-3,7,0,-2,-1,-8,0
O=C(Cc1cc(=O)[nH][nH]1)N/N=C/c1ccccc1[N+](=O)[O-],4,-5,1,7,1,2,-4,-8,-3
CCC(C)[C@H](NC(=O)Nc1ccc(Oc2ccccc2)cc1)C(=O)O (stereo partly specified),1,1,0,4,3,1,-3,-10,1
CC(C)c1nc2c(c(=O)c3ccccc3n2C)c(=O)n1CCc1ccccc1,9,.,-2,-26,-4,-4,-2,-7,0
O=S(=O)(NCCN1CCOCC1)c1ccc(Cl)s1,-1,7,0,2,2,-12,-5,-17,0
O=C(N/N=C/C=C\c1cccc([N+](=O)[O-])c1)c1ccccn1,2,2,0,-5,-1,-12,-1,-12,-13
COc1cccc(Cn2nnc(C(=O)NCCc3ccc(Cl)cc3)c2N)c1,0,-5,1,10,-2,15,-7,-30,-3
CCS(=O)(=O)N1CCC(C(=O)NCc2ccco2)CC1,1,-1,0,1,2,11,-5,-17,-5
O=C(CSc1ncnc2ccccc12)N1CCN(c2ccccc2)CC1,1,1,.,-12,-2,-22,7,.,.
CC(=O)Oc1ccc(-c2nc(-c3cccnc3)no2)cc1,9,0,-1,15,2,3,1,-24,-2
COCCn1c(=N)c(C(=O)NCCc2ccccc2)cc2c(=O)n3cccc(C)c3nc21,104*,3,.,20,4,23,9,.,.
COCCNc1oc(/C=C/c2ccccc2)nc1C#N,67*,.,10,-20,2,-9,-4,-7,33
Clc1ccc(-c2nnc(SCc3cn4ccsc4n3)n2CC2CCCO2)cc1 (stereo unspecified),1,7,2,5,1,3,-5,-3,3
COc1ccc(-c2noc(CCCC(=O)O)n2)cc1,-8,-3,-1,-2,10,6,2,-18,-3
Cc1cc(SCC(=O)N2CCC(c3noc4ccc(F)cc34)CC2)nc2ccccc12,0,7,0,4,1,-24,4,-20,-1
CC12CCC(O)CC1=CCC1C2CCC2(C)C1CCC21CCC(=O)O1 (stereo unspecified),1,-4,0,2,-3,0,-5,-2,1
COc1ccc(CNC(=O)CN(Cc2cccs2)C(=O)CCC(=O)Nc2ccccn2)cc1,20,-1,0,-8,-1,-6,-4,-14,0
Cc1nnc(SCC(=O)Nc2ncc(S(=O)(=O)c3ccc([N+](=O)[O-])cc3)s2)s1,2,-2,0,7,3,19,-8,-7,-2
CCN(CC)CCn1c(NCc2cccc(OC)c2)nc2ccccc21,1,14,0,-12,-4,-17,6,0,-2
CCC(C(=O)OC)(C(=O)OC)c1ccc([N+](=O)[O-])cc1,16,3,1,4,-7,-19,-4,-24,1
Cc1ccc2[nH]c(=O)c(CN(CCO)C(=O)N(C)C)cc2c1,-12,3,.,-11,-7,1,-6,.,.
Cc1ccc(NCc2nnc(SCC(=O)N3c4ccccc4Sc4ccccc43)o2)c(C)c1,1,0,0,-5,-3,-38,-7,-7,4
Clc1ccc(-n2cc(COCc3ccccc3)nn2)cc1,27,8,0,-23,2,-28,1,-33,-1
Cc1ccc(OCc2nnnn2-c2ccccc2)cc1,2,-4,0,4,12,3,1,1,0
CCOC(=O)C(NC(=O)c1ccc(OC)cc1)(OCC1(CC)COC1)C(F)(F)F (stereo unspecified),1,-1,-2,1,3,3,4,-5,-3

Continuation:
SMILES,Hck Nef HTS,NPY Y1 blocker,Runt-CBFb FRET,NPY-Y2 PAM-ag,p97 ATPase inh,NPY-Y1 PAM-ag,RBBP9 inh,Mdm2 ligase inh,Runt-SMMHC FRET
COc1ccc(-c2csc(NC(=O)CN3C(=O)CCC3=O)n2)cc1,27,1,0,13,2,20,-6,-14,1
CSc1nnc(NC(=O)c2ccc(C)c(S(=O)(=O)N3CCOCC3)c2)s1,1,-5,2,2,4,-31,-1,-1,-1
CCOC(=O)C1CCCN(c2c(N3CCc4ccccc4C3)c(=O)c2=O)C1 (stereo unspecified),2,1,1,-14,4,-28,-5,-12,1
CN(c1ccc(C(=O)NCCSC(C)(C)C)cc1)S(=O)(=O)c1ccccc1,10,6,-1,-8,-1,-1,-5,-3,4
CCOC(=O)c1ccc(CNCc2ccccc2)cc1,0,0,1,11,5,-16,-3,-5,-4
CCOc1nc(NCCO)nc(Nc2ccccc2F)n1,17,0,1,-5,4,-6,-8,-19,-2
Cc1ccc(C(c2c(O)nc3n(c2=O)CCS3)c2c(O)nc3n(c2=O)CCS3)cc1,9,2,5,12,-3,18,-8,7,5
C=CCn1c(SCC(O)Cn2c3ccccc3c3ccccc32)nnc1-c1ccco1 (stereo unspecified),1,-2,-2,3,3,10,-6,-2,-2
CC(C)(C)C(=O)CNS(=O)(=O)c1ccc(S(=O)(=O)NC2CCCC2)cc1,0,-7,1,8,-2,-12,-6,13,4

Looked up one by one from the entries so far (2):
SMILES,Hck Nef HTS,NPY Y1 blocker,Runt-CBFb FRET,NPY-Y2 PAM-ag,p97 ATPase inh,NPY-Y1 PAM-ag,RBBP9 inh,Mdm2 ligase inh,Runt-SMMHC FRET
CSc1nnc(NC(=O)c2ccc(C)c(S(=O)(=O)N3CCOCC3)c2)s1,1,-5,2,2,4,-31,-1,-1,-1
O=C(Nn1cnc2ccccc2c1=O)c1ccccc1Cl,0,13,-3,7,0,-2,-1,-8,0

Outcome played no part in choosing rows. About 3.5% of those tested had a hit in this group.
